Screening data deposited in PubChem by several laboratories.
Lipid droplet: modulators of hepatic lipid droplet formation. inhibition, % at 6.5 µM. 0.4% of 240,000 active. AML12 mouse hepatocytes, oleate lipid droplets, BODIPY imaging;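 active = lipid droplet intensity inhibited by at least 50%, with more than 500 cells counted; inconclusive = wells with under 300 cells, treated as cytotoxic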
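Material: mouse AML12 hepatocyte cell line, fixed after treatment; Timing: compound with oleate, overnight; Technique: high-content imaging of BODIPY-stained droplets and DAPI nuclei; Probe or stimulus: oleate, 100 µM final; Dosing: compound at 6.5 µM only.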
MT stabilize HCS: stabilizes microtubules in HeLa cells; HeLa tubulin immunostaining HCS, 24 h; share of cells brighter than vehicle mean+2SD; % tubulin-high responders, % at 10 µM; 0.83% of 200,000 active;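 active = plate Z-score above 3 for both tubulin-high and condensed-nucleus cell shares, with cell loss under 80%, at 10 µM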;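 also: anti alpha tubulin signal scored within the nucleus-defined area of each cell; some results filed as inactive read as strong as hits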
T cell HTS: modulates CD8 T cell binding to vesicles; 2C CD8+ T cell-vesicle binding, flow cytometry; hits give low values; calls only at 7 µM; AID 2052; 0.068% of 330,000 active;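 active = response, share of CD8 T cells binding vesicles, and their 90th percentile fluorescence all below set limits, cut at about 80% in these data, passing the limit was not always enough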
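Benchmarks: naked versus QL9-loaded vesicles / Assay system: purified 2C TCR transgenic mouse naive CD8+ T cells / Technique: high-throughput flow cytometry with anti-B7-1 and anti-CD8 staining / Timing: Cell–vesicle co-incubation 1.5 h at 37 °C, staining 20 min on ice / Read-out: percent CD8+ FL2 mean versus row control / Probe or stimulus: QL9-loaded Drosophila micro-vesicles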
Myeloid diff 2: myeloid differentiation induction; 1% of 360,000 active; ER-HoxA9 myeloid progenitors, lysozyme-GFP differentiation, flow cytometry; calls only at 10 µM;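 active = normalized GFP-positive differentiation at or above the plate's own cutoff, the solvent-only control mean plus 3 SD; inconclusive = no clear call, values can overlap the other calls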;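 also: cells exposed to compound for four days before flow analysis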
Ins promoter up: MIN6 insulin promoter up-regulation; MIN6 insulin promoter-GFP reporter, high-content imaging; hits give high values; z-score at 5 µM; 0.3% of 190,000 active; AID 1625;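 active = z-score above 3 at 5 µM with at least 500 cells counted in the well; inconclusive = wells under 500 cells, flagged as cytotoxic or low count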
Autophagy HCS: modulators of autophagy; MEF GFP-LC3 puncta imaging; test concentration mostly 10 µM; calls only at 10 µM (by protocol); 0.98% of 190,000 active; AID 463193;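 active = percentage of spot-positive cells more than 3 SD above its plate mean, without a fluorescence outlier flag or 80% toxicity; inconclusive = no clear call, values can overlap the other calls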;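 also: spot-positive cell cutoff set from DMSO-treated cells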
b-catenin transl: alters nuclear translocation of beta-catenin in HeLa cells; immunofluorescence imaging; nuclear translocation activity, % at 5 µM; 0.3% of 190,000 active; AID 1665;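 active = nuclear translocation activity above 50% at 5 µM, with a well cell count of 50 or more; inconclusive = wells under 50 cells across six images, flagged as toxic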;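 also: per-cell ratio of nuclear to cytoplasmic median beta-catenin stain intensity; plate controls were DMSO negative control for no effect and GSK-3 inhibitor IX positive control for full effect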
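Technique: fluorescence imaging of beta-catenin antibody stain plus DAPI / Material: human HeLa cell line / Incubation: compound treatment 24 h, 37°C, 5% CO2 / Read-out basis: % activation of per-cell nuclear versus cytoplasmic median beta-catenin signal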
West Nile virus CPE: inhibition of WNV-induced cytopathic effect – cell-based, CPE readout (AID 1621); 0.02% of 290,000 active; West Nile virus-infected cells, CPE inhibition; higher % means a stronger effect; one-dose CPE inhibition, % at 10 µM; IC50 in µM for titrated hits; in the data active = a potency from the dose series; inconclusive = CPE inhibition mostly from about 3.7% at the one dose, without a potency; inactive = the rest, 99 in 100 with CPE inhibition below about 2.2%; also: strong numbers were not always called active
WT yeast gro inh: growth inhibition of WT yeast, mitochondrial fusion screen. 2.1% of 190,000 active. inhibition, % at 10 µM. mitochondrial fusion phenotypic screen, WT strain; in the data active = inhibition above about 58%; tested in S. cerevisiae
WT yeast gro inh mutant strain: second read-out of WT yeast gro inh, no call of its own (marks repeat the call); inhibition, %; mitochondrial fusion phenotypic screen, mutant strain inhibition
Ins promoter up cell count: second read-out of Ins promoter up, no call of its own (marks repeat the call); cell count; measured here: cytotoxicity, nuclei count;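 total cells summed across four imaged fields per well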
Lipid droplet cells 6.5 µM: recorded beside Lipid droplet, whose call it bears; cell count; measured here: cell count, cytotoxicity flag;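 cells counted across two imaged fields per well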
b-catenin transl cell count 5 µM: second read-out of b-catenin transl, no call of its own (marks repeat the call); cell count; measured here: cell count, cytotoxicity flag
T cell HTS vesicle-bound %: recorded beside T cell HTS, whose call it bears; double positive events, %; measured here: CD8+ vesicle-bound cell fraction;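 binding gate set so that unloaded-vesicle control wells show 10% double positive cells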
MT stabilize HCS Hoechst-high %: also measured in MT stabilize HCS; calls as there; % Hoechst-high responders; measured here: nuclear condensation Hoechst responders;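 share of cells brighter than vehicle mean plus two SD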
MT stabilize HCS cytotoxicity %: second read-out of MT stabilize HCS, no call of its own (marks repeat the call); toxicity, %; measured here: cytotoxicity by cell density;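 0% = mean cell density of plate MIN control wells and 100% = no cells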
Autophagy HCS cell loss 18 h: recorded beside Autophagy HCS, whose call it bears; toxicity, %; measured here: cell loss, nuclei count;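 cell loss after 18 h compound exposure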
Myeloid diff 2 GFP+ MAC1+ %: second read-out of Myeloid diff 2, no call of its own (marks repeat the call); GFP+ MAC1+ double positive, %; measured here: differentiation confirmed by MAC1 staining
An asterisk follows results filed as active; i = inactive; ? = inconclusive; · = not tested or not shown.

SMILES	Lipid droplet	Lipid droplet cells 6.5 µM	MT stabilize HCS	MT stabilize HCS Hoechst-high %	MT stabilize HCS cytotoxicity %	T cell HTS	T cell HTS vesicle-bound %	Myeloid diff 2	Myeloid diff 2 GFP+ MAC1+ %	Ins promoter up	Ins promoter up cell count	Autophagy HCS	Autophagy HCS cell loss 18 h	b-catenin transl	b-catenin transl cell count 5 µM	West Nile virus CPE	WT yeast gro inh	WT yeast gro inh mutant strain
CCc1ccc(OCCCOc2ccc(C=O)cc2)cc1	0	726	2.5	2.6	8.5	i	19	i	6.0	0.68	791	i	-1	·	·	-0.3%	4	24
Cc1cccc(NC(=O)COC(=O)Cc2cccc(C(F)(F)F)c2)c1C	10	721	4.3	3.4	4.6	i	58	i	0.2	-0.23	1510	i	-1	-0.5	1085	0.1%	-31	17
COc1ccc(C(=O)CSc2nccn2C)c(OC)c1	17	664	·	·	·	i	13	i	0.5	·	·	·	·	·	·	-0.1%	·	·
CCN(CC)CCN(CC(=O)Nc1c(C)cc(C)cc1C)C(=O)c1ccccc1	-9	845	·	·	·	i	51	i	0.4	·	·	·	·	·	·	-0.1%	·	·
COc1cccc(CC(Cc2nc3ccccc3[nH]2)c2nc3ccccc3[nH]2)c1 (stereo unspecified)	-108	732	2.5	3.0	5.7	i	36	i	0.5	0.85	1065	i	5	-0.2	1046	-0.8%	-3	1
O=C(Nc1ccccc1C(=O)N/N=C/c1ccccc1)c1ccco1	2	761	·	·	·	i	38	i	0.4	·	·	·	·	·	·	0.3%	·	·
O=C(c1ccc(F)cc1)N1CCN(c2ccc(N3CCOCC3)nn2)CC1	13	655	·	·	·	i	37	i	0.1	0.76	991	·	·	1.4	1244	0.0%	·	·
N#Cc1nc(-c2ccco2)oc1NCc1ccco1	-4	686	23	32	96	i	18	i	0.9	-0.38	1885	i	9	-0.9	1047	-0.5%	33	-4
OCC[C@@H]1C[C@H](O)[C@@H](O)[C@]2(Cc3ccccc3CCO2)O1	13	853	·	·	·	i	42	i	0.3	·	·	·	·	·	·	0.3%	·	·
Cc1onc(-c2ccccc2Cl)c1C(=O)N1CCN(c2cccc(Cl)c2)CC1	·	·	20*	24*	68*	i	27	?	·	0.93	952	i	35	·	·	0.2%	15	-15
C/C(=N\Nc1ccc2nncn2n1)c1ccccn1	-10	473	·	·	·	i	32	?	·	-2.8	759	·	·	1.4	917	?	·	·
CCOC(=O)C1CCN(C(=O)CCc2nc3ccccc3[nH]2)CC1	-16	699	1.7	2.8	11	i	47	i	0.6	0.76	1219	i	1	-1.3	1016	0.4%	-14	-7
COc1ccccc1OCC(=O)N/N=C1/SCC(=O)N1Cc1ccccc1	·	·	3.0	2.8	5.7	i	41	i	0.6	-0.55	1569	i	17	-2.3	1389	-0.9%	-15	-2
N#C/C(=C\c1c(N2CCOCC2)nc2ccccn2c1=O)C(=O)NC1CCS(=O)(=O)C1 (stereo unspecified)	15	759	·	·	·	i	26	i	0.2	·	·	·	·	-0.2	1348	0.2%	·	·
Cc1nn(-c2ccccc2)c(C)c1/C=N/NC(=O)c1cc(C(C)(C)C)[nH]n1	0	671	2.5	1.5	7.3	i	39	i	0.6	-0.24	1678	i	13	0.1	1001	0.8%	-1	6
Cc1ccc([N+](=O)[O-])cc1-c1[nH]c(-c2ccc(O)c(O)c2)nc1-c1ccccc1	4	755	2.3	1.3	1.4	i	22	i	0.7	·	·	i	-3	0.2	1018	2.2%	1	8
COc1ccc(C)cc1NC(=O)c1cc2c(=O)n3ccccc3nc2n1C	20	701	4.4	1.2	3.6	i	53	i	0.3	-0.35	1356	i	-9	-2.3	1088	0.0%	-2	-20
N#Cc1c(N)nc(SCc2ccccn2)c(C#N)c1-c1cccs1	1	721	3.5	1.4	3.5	i	9	i	15	-1.5	1210	i	5	·	·	-0.8%	2	7
O=C(COC(=O)c1ccc(NS(=O)(=O)c2cccs2)cc1)Nc1nc2c(F)c(F)c(F)cc2s1	14	671	5.1	1.8	4.9	·	·	i	0.5	0.21	1552	i	6	-2.2	1026	-0.9%	17	11
COc1ccc(CN(C(=O)COc2ccccc2)c2ccccc2C(=O)O)cc1	1	715	·	·	·	i	54	i	0.8	-0.94	998	·	·	-0.7	1319	0.3%	·	·
CC(=O)Nc1ccc(N(C(=O)Cc2cccs2)C(C(=O)NC2CCCC2)c2ccncc2)cc1 (stereo unspecified)	-2	800	·	·	·	i	28	i	0.1	·	·	·	·	·	·	-0.1%	·	·
Cc1cc(C(=O)Nc2ccc3c(c2)OCO3)cs1	6	754	3.9	1.3	3.7	i	51	i	3.9	0.71	1246	i	0	-0.3	996	-0.3%	17	18
O=C(NNS(=O)(=O)c1ccc2ccccc2c1)C1CCN(Cc2ccccc2)CC1	·	·	1.6	2.6	5.9	i	44	i	0.9	·	·	i	28	·	·	·	4	-2
O=C(Nc1cccc2ncccc12)C12CC3CC(CC(C3)C1)C2	2	735	5.2	2.8	7.0	i	9	i	0.9	0.39	897	i	0	-5.5	1193	-0.1%	-1	4
CCCC(=O)NC(c1ccccc1OC)c1ccc2cccnc2c1O (stereo unspecified)	-27	710	4.8	0.7	43	i	13	?	·	-3.9	946	i	33	1.2	977	?	8	-1
CCOC(=O)c1c(NC(=O)COC)sc(C)c1C	-7	762	4.4	2.9	4.0	i	27	i	0.7	0.04	1311	i	-8	-0.6	1255	-0.2%	3	4
COc1ccc(C(=O)Nc2cc(OC)c(Cl)cc2Cl)cc1	-30	665	4.9	3.6	8.1	i	43	i	0.0	0.12	1292	i	9	1.1	1135	0.0%	-19	-5
CCn1c(CN2CCN(Cc3ccc(C)cc3)C(CCO)C2)nc2ccccc21 (stereo unspecified)	15	744	2.7	3.2	6.4	i	21	i	0.9	0.95	1466	i	3	3.8	997	0.3%	9	-10
CN(C)CCCN=Cc1c(-c2ccccc2)[nH]n(-c2nc3ccccc3s2)c1=O	-3	652	1.8	1.8	1.4	i	30	·	·	-0.56	1480	i	10	1.2	1444	-0.7%	4	8
COc1cccc(OCC(=O)Nc2cc(Cl)ccc2Oc2ccccc2)c1	-13	592	2.0	1.9	7.2	i	36	i	0.0	-0.67	1327	i	3	0.3	1013	-0.8%	33	13
Cc1ccc(NC(=O)c2c(Cl)n(C)c3ccccc23)cc1	·	·	20	15	21	i	60	i	0.8	-0.5	1356	i	1	4.8	1314	·	10	-11
O=C(c1ccc2c(c1)OCO2)N1CCN(c2ccccc2F)CC1	18	704	3.0	2.2	5.8	i	34	i	1.5	-0.9	1225	i	9	·	·	-1.0%	-2	2
C=COCCn1c(-c2nonc2N)nc2ccccc21	·	·	1.1	1.5	6.2	i	20	i	1.0	0.04	1044	i	29	-0.3	1146	-0.2%	0	-6
COC(=O)c1ccc(C(=S)N2CCCCC2)cc1	6	649	5.1	3.3	2.8	i	38	i	0.1	0.64	1554	i	19	-4.2	1122	0.3%	6	12
CC(C)(C)c1ccc(C(=O)Nc2c3c(nn2C(C)(C)C)CS(=O)(=O)C3)cc1	12	842	·	·	·	i	41	i	0.5	·	·	·	·	·	·	0.4%	·	·
COc1ccc2nc(SCC(N)=O)[nH]c2c1	5	696	22	9.8	96	i	54	i	2.8	0.59	1337	i	-3	·	·	0.1%	-9	6
Nc1ccc(-c2nnc(-c3ccc(N)cc3)o2)cc1	8	438	·	·	·	i	28	i	1.3	·	·	·	·	·	·	0.4%	·	·
COC(=O)Nc1nc2c(s1)CCCC2	-31	626	5.4	2.0	5.7	i	50	i	7.4	0.27	1194	i	9	·	·	0.1%	15	23
Cc1ccsc1-c1n[nH]c(=S)n1C1CCCCC1	7	707	3.0	3.4	3.2	i	23	i	0.4	0.28	1327	i	-3	-2.9	684	0.6%	41	4
COCCNC(=O)C(=O)NCCN1CCOCC1	-10	724	4.1	2.1	2.8	i	16	i	1.6	0.04	1231	i	1	-4.7	585	0.1%	-10	3

Full records as entered above.
Shown for O=C(COC(=O)c1ccc(NS(=O)(=O)c2cccs2)cc1)Nc1nc2c(F)c(F)c(F)cc2s1 → Lipid droplet: 14; Lipid droplet cells 6.5 µM: 671; MT stabilize HCS: 5.1; MT stabilize HCS Hoechst-high %: 1.8; MT stabilize HCS cytotoxicity %: 4.9; T cell HTS: ·; T cell HTS vesicle-bound %: ·; Myeloid diff 2: i; Myeloid diff 2 GFP+ MAC1+ %: 0.5; Ins promoter up: 0.21; Ins promoter up cell count: 1552; Autophagy HCS: i; Autophagy HCS cell loss 18 h: 6; b-catenin transl: -2.2; b-catenin transl cell count 5 µM: 1026; West Nile virus CPE: -0.9%; WT yeast gro inh: 17; WT yeast gro inh mutant strain: 11
Shown for COc1ccc(C(=O)Nc2cc(OC)c(Cl)cc2Cl)cc1 → Lipid droplet: -30; Lipid droplet cells 6.5 µM: 665; MT stabilize HCS: 4.9; MT stabilize HCS Hoechst-high %: 3.6; MT stabilize HCS cytotoxicity %: 8.1; T cell HTS: i; T cell HTS vesicle-bound %: 43; Myeloid diff 2: i; Myeloid diff 2 GFP+ MAC1+ %: 0.0; Ins promoter up: 0.12; Ins promoter up cell count: 1292; Autophagy HCS: i; Autophagy HCS cell loss 18 h: 9; b-catenin transl: 1.1; b-catenin transl cell count 5 µM: 1135; West Nile virus CPE: 0.0%; WT yeast gro inh: -19; WT yeast gro inh mutant strain: -5
